From PubChem BioAssay
BLM helicase inh: Bloom syndrome helicase (human) inhibition. actives 0.2% (n = 350,000). recombinant BLM DNA unwinding, fluorescence dequenching. P54132. Potency, µM (titrated, usually from 56.1 µM), without a hit: at the highest dose activity change, negative = inhibition, most hits filed as inhibitors;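 also: plate controls were vehicle for no effect and no enzyme for full effect; nearly all actives have a fitted effect of over 35% in size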
JMJD2A Tudor inh: JMJD2A Tudor domain (human) inhibition | O75164 | AlphaScreen JMJD2A-Tudor / H3K4me3 peptide binding | Potency, µM (doses to about 114 µM), for inactives: top-dose activity change, negative = inhibition, hits mostly inhibitors | actives 4.4% (n = 390,000); also: % is scaled to controls: 0 for no effect and ±100 for the full control effect; nearly all actives have a fitted effect of over 50% in size
Target sequence (O75164 whole entry, looked up, the tested form may be a part): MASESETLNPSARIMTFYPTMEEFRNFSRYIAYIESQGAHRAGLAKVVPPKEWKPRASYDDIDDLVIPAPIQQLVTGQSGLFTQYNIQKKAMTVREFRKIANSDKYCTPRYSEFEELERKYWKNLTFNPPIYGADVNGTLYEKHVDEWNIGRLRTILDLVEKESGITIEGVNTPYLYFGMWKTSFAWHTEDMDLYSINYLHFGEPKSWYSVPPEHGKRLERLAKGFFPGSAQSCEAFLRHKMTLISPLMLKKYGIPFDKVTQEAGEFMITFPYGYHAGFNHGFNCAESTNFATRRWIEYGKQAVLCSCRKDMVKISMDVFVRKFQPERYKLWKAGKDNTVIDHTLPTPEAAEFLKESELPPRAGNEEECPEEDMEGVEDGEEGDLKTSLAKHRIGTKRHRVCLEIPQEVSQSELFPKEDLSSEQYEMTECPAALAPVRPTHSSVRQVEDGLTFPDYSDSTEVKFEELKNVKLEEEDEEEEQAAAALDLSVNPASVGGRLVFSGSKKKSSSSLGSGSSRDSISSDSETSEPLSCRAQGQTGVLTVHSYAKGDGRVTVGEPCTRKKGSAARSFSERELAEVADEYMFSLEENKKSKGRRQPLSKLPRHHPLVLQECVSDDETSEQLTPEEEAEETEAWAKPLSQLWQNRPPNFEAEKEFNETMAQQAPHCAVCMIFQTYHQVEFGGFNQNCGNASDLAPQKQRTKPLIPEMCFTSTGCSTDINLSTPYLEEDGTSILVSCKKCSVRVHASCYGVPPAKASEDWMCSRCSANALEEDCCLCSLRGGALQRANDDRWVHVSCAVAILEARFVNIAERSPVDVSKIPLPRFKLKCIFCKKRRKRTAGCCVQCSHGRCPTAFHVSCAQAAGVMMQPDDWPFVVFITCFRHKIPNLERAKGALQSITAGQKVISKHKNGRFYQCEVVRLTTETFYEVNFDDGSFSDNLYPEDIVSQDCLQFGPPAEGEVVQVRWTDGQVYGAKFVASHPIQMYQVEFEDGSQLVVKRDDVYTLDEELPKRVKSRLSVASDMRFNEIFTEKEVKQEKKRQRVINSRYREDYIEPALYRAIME
Pin1 inh: inhibitors of human Pin1; Potency, µM (series often up to 115 µM), for inactives: at the highest dose activity, negative = inhibition, hits mostly inhibitors; Pin1 FP peptide displacement, HiFluor488, 10 min; actives 0.009% (n = 390,000); AID 504891; active = well fitted inhibition curve with a large enough effect in the polarisation, with a control signal flat, not every such curve was filed as active; inconclusive = small, poorly fitted or top-dose-only effect, or effect the other way, or a change in a side signal; inactive = no such curve, though single readings can be large or run the other way; the % refers to the polarisation; also: % is scaled to controls: 0 for no effect and ±100 for the full control effect
Pol iota inh: blocks human DNA polymerase iota activity; Q9UNA4; Pol iota fluorescent replication assay, 10 min; Potency, µM (doses to about 115 µM), inactives show at the highest dose activity, negative = inhibition, hits mostly inhibitors; actives 1% (n = 390,000)
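Pol iota at 10 nM preincubated 15 min with compounds at room temperature; reaction started with fluorescent substrate, 50 nM final. Fluorescence read kinetically at 0 and 10 min; buffer-only wells as negative control.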
GLS inh: inhibitors of human glutaminase (GLS) | GLS enzymatic activity, qHTS titration | actives 0.21% (n = 410,000) | O94925 | Potency, µM (doses to about 45.5 µM), inactives show top-dose activity change, negative = inhibition, hits mostly inhibitors | AID 624170; also: % is scaled to controls: 0 for no effect and ±100 for the full control effect
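hKGA in 45 mM KH2PO4 pH 8.2, 0.02% Tween-20 with pin-transferred compounds; 1 mM L-glutamine (stock) plus glutamate oxidase/HRP/Amplex Red coupling added. Fluorescence read initially and after 30 min at RT.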
G9a inh: inhibitors of human histone lysine methyltransferase G9a. Q96KQ7. G9a H3K9 monomethylation, AlphaScreen, 2 h. Potency, µM (titrated, usually from 102 µM), for inactives: at the top dose activity, negative = inhibition, most hits filed as inhibitors. actives 8.8% (n = 350,000). AID 504332; also: % is scaled to controls: 0 for no effect and ±100 for the full control effect; nearly all actives have a fitted effect of over 75% in size
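Readings reflect AlphaScreen signal from monomethyl-H3K9 antibody detection. HMT at 20 nM; substrate b-H3K9 500 nM; cofactor SAM 20 uM; 2 h RT reaction; compounds tested as titrations in qHTS with 15 min preincubation.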
PGK inhibitor: T. brucei PGK inhibition; Potency, µM (doses to about 57.5 µM), without a hit: at the highest dose activity change, negative = inhibition, most hits filed as inhibitors; P07378; PGK/GAPDH coupled, Kinase-Glo luminescence, 60 min; AID 602233; actives 0.043% (n = 380,000); also: % is scaled to controls: 0 for no effect and ±100 for the full control effect; nearly all actives have a fitted effect of over 60% in size
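Luminescent ATP detection (Kinase-Glo Plus) follows a 60-minute room-temperature incubation, with wells lacking PGK as controls. Buffer: 100 mM TEA (pH 7.6), 5 mM MgCl2, 0.01% Tween-20. Coupling enzyme GAPDH (100 nM final) supplies unstable 1,3-BPG in-well.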
BAZ2B block: BAZ2B (human) inhibition | Q9UIF8 | AlphaScreen BAZ2B-H3K14Ac peptide displacement | Potency, µM (highest dose often 114 µM), inactives show at the highest dose activity change, negative = inhibition, usual class: inhibitors | actives 4.4% (n = 360,000) | AID 504333; also: % is scaled to controls: 0 for no effect and ±100 for the full control effect; nearly all actives have a fitted effect of over 60% in size
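BAZ2B (50 nM) with biotin-H3(5-23)K14Ac peptide (50 nM) in PBS pH 7.4, 0.01% Tween-20, preformed 30 min, then compound 30 min at room temperature; top concentration 110uM. AlphaScreen streptavidin donor/nickel chelate acceptor beads (10 ug/mL final), 20 min dark, signal read.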
HP1b binding inh: blocks HP1-beta chromodomain binding to methylated histone tails; Potency, µM (titrated, usually from 114 µM), for inactives: at the highest dose activity change, negative = inhibition, usual class: inhibitors; AID 540317; P83916; AlphaScreen HP1-beta / biotin-H3K9me3 peptide binding; actives 0.56% (n = 390,000); also: nearly all actives have a fitted effect of over 70% in size; inactives centre near 23
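Compound inhibition of the preformed complex between 50 nM HP1-beta and 50 nM biotinylated H3K9me3 peptide was read by AlphaScreen. Buffer was PBS pH 7.4 with 0.01% Tween-20. Incubations ran 30 min at room temperature, with 10 ug/mL donor/acceptor beads.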
* = called active by the depositor; i = inactive; ? = inconclusive; . = not tested or not shown; & = joins results of further samples; [ ] = remark or other dose. Unless noted, calls follow the shape of the dose curve; as a rule, active = well fitted curve in the direction sought with a large enough effect; inconclusive = small, poorly fitted or top-dose-only effect, or another doubt; inactive = no such curve, though single readings can be large; an effect the other way counts as inactive or inconclusive. Potency is read from the fitted curve at half-maximal effect.

SMILES	BLM helicase inh	JMJD2A Tudor inh	Pin1 inh	Pol iota inh	GLS inh	G9a inh	PGK inhibitor	BAZ2B block	HP1b binding inh
Cn1c(=O)c(C(=O)NNC(=O)c2ccccc2F)c(O)c2ccccc21	-4%	-8%	55%[activator]	3%	21%	-1%[59 µM]	i	-4%	59%[activator]
CCN1CCN(C(=O)C2CCN(Cc3nc(-c4cccc(Cl)c4)oc3C)CC2)CC1	-12%	-20%	3%	-16%	17%	?	i	3%	-2%
Cc1cc(C)c(NC(=O)CN(C)C(C)C(=O)N2CCc3ccccc32)c(C)c1 (stereo not given)	.	-20%	0%	21%	2%	1%[12.7 µM]	-2%	8%	33%
O=C(CSc1nnnn1-c1cccc2ccccc12)NC(C(=O)O)(c1ccccc1)c1ccccc1	-6%	-18%	1%	30%[activator]	7%	?	-8%	-11%	-2%
CC(=O)c1ccc(N2Cc3ccccc3C2)cc1	-2%	-30%	19%	1%	14%	.	3%	3%	47%[activator]
Cc1ccc(Cn2ccnc2SCC(=O)NC2CCCC2)cc1	-1%&-1%	-12%&-18%	30%&2%[activator]	18%&14%	10%&-8%	?	9%&-2%	-20%&-7%	16%
Cc1ccc(SC2CCN(C(=O)C3CCC(=O)N(C4CC4)C3)CC2)cc1 (stereo not given)	0%	-5%	0%	21%	8%	25%	3%	-8%[57.1 µM]	44%[activator]
Clc1cccc(NCc2nnc(SCc3ccccc3Cl)o2)c1	-9%	13%	-6%	19%	13%	84%[activator][59 µM]	-10%	43%[activator]	131%[activator]
Cc1ccc(NC(=O)Cc2noc3ccccc23)cc1	-1%	-1%	-4%	18%	0%	-8%[59 µM]	0%	-1%	34%
COc1ccc([C@@H]2[C@@H]3C(=O)N(C(C)(C)C)C(=O)[C@@H]3[C@]3(C)C(=O)N(c4ccccc4)C(=O)N23)cc1	0%	-15%	-6%	11%	3%	6%	4%	-22%	35%
CCn1c(SCC(=O)Nc2nc(-c3ccccc3)cs2)nc2c1c(=O)n(C)c(=O)n2C	-9%	1%	2%	12%	6%	-6%[59 µM]	7%	-23%	23%
O=C(CN1CCN(C(=O)c2ccco2)CC1)Nc1ccc2c(c1)OCCO2	-1%	-3%	-5%	3%	11%	50µM*	-1%	-27%	26%
COc1ccc2nc(Cl)c(C#N)cc2c1	-5%	-6%	-1%	54%[activator]	0%	-36%	-8%	-6%	51%[activator]
CCN1C(=O)C2(C(C#N)=C(N)Oc3n[nH]c(COC)c32)c2ccccc21 (stereo not given)	-5%	-4%	-2%	-7%	11%	-11%[59 µM]	.	15%	35%
CCN(CC)C(=O)c1[nH]cnc1C(=O)N[C@H](C)c1ccccc1	.	89µM*	-6%	5%	-9%	-3%[0.501 µM]	-9%	-32%	21%
O=C1C(=O)N(CCN2CCOCC2)C(c2ccccc2)/C1=C(\O)c1ccc2c(c1)OCCO2 (stereo not given)	1%	?	-9%	7%	-3%	?	-4%	-15%	9%
CN(Cc1nccn1C)C(=O)c1cc(COc2ccc3ncccc3c2)on1	-20%	-10%	-2%	33%[activator]	3%	.	-7%	-19%	14%
O=C(COC(=O)C1CC2CCCC(C1)C2=O)NC(=O)c1ccccc1 (stereo not given)	.	-19%	4%	18%	-1%	-5%[12.7 µM]	-2%	4%	34%
O=C(Nc1nnc(SCc2cccnc2)s1)C1CC(=O)N(c2ccc(F)cc2)C1 (stereo not given)	-5%	-23%	-6%	?	-2%	40µM*	-8%	-24%	22%
O=C(CCC1CCCN(C(=O)Cc2ccc(F)cc2)C1)N1CCN(c2ccccn2)CC1 (stereo not given)	-3%	2%	-1%	119%[activator]	-8%	5%	-6%	5%	21%
COc1cccc(N2CCN(C(=O)c3cccc(NC4=NC5CS(=O)(=O)CC5S4)c3)CC2)c1 (stereo not given)	-1%	-3%	-4%	10%	15%	8%	6%	-20%	52%[activator]
Cc1ccccc1-c1oc(C)c(C)[n+]1[O-]	-1%	-13%	-1%	114%[activator]	13%	-7%	-3%	-19%	26%
Cc1cccc(-c2cc(NC(=O)COc3ccccc3F)n(-c3ccccc3)n2)c1	-5%	-3%	0%	10%	-13%	4%[59 µM]	i	7%	29%[57 µM]
O=C(CN1CCN(Cc2ccccc2)CC1)Nc1ccc(S(=O)(=O)N2CCOCC2)cc1	2%	-13%	-4%	0%	1%	-11%[59 µM]	0%	4%	19%
CCCN1CCN(CCCNC(=O)c2cc3c(=O)n(C)c4ccccc4c3n2C)CC1	42%[activator]	-21%	-1%	20%	-1%	0%	0%	8%	20%

In another format: entries from further up.
Screens in order: BLM helicase inh	JMJD2A Tudor inh	Pin1 inh	Pol iota inh	GLS inh	G9a inh	PGK inhibitor	BAZ2B block	HP1b binding inh
Cc1cc(C)c(NC(=O)CN(C)C(C)C(=O)N2CCc3ccccc32)c(C)c1 (stereo not given)
    .	-20%	0%	21%	2%	1%[12.7 µM]	-2%	8%	33%
Cc1ccc(NC(=O)Cc2noc3ccccc23)cc1
    -1%	-1%	-4%	18%	0%	-8%[59 µM]	0%	-1%	34%

More structures follow:
SMILES	BLM helicase inh	JMJD2A Tudor inh	Pin1 inh	Pol iota inh	GLS inh	G9a inh	PGK inhibitor	BAZ2B block	HP1b binding inh
COc1ccc(/C=C/C(=O)OCC(=O)N(C)c2c(N)n(Cc3ccccc3)c(=O)[nH]c2=O)cc1OC	.	-14%	-3%	16%	-4%	?	7%	9%	22%
CC(=O)OCC1OC(n2ccc(=O)[nH]c2=O)C(O)C1O (stereo not given)	-1%	-9%[57.1 µM]	2%	19%	-3%	?	-15%	-19%	9%
CC(C)NC(=O)Cn1c(SCC(=O)N2CCc3ccccc3C2)nc2ccccc21	-3%	6%	-3%	29%	1%	19%[2.33 µM]	25%	0%	35%
Cc1ccc(OCC(=O)N2CCN(S(=O)(=O)c3ccccc3)CC2)c([N+](=O)[O-])n1	6%	12%	-1%	-5%	2%	-6%	8%	-1%	31%
O=C(Nc1ccc(F)cc1F)c1cc2nc(-c3ccco3)cc(C(F)(F)Cl)n2n1	-13%	-18%	-4%	?	-11%	24%[59 µM]	-6%	4%	44%[activator]
Cc1ccccc1-c1nnc(SCc2ccccc2)o1	-5%	152%[activator]	4%	-9%	-5%	133%[activator][59 µM]	-9%	180%[activator]	251%[activator]
Cc1cc(=O)[nH]c(SCC(=O)Nc2nc3ccccc3s2)n1	-11%	-23%	1%	-14%	4%	32µM*	-5%	?	28%
COc1cc2c(cc1NC(=O)CN1CCN(S(=O)(=O)c3ccccc3F)CC1)oc1ccccc12	1%	-34%[11.4 µM]	2%	-9%	-30%	6%	-3%	6%	-7%
COC(=O)c1cc2oc3ccccc3c2n1Cc1nc(-c2cccc(C)c2)oc1C	-2%	-22%	0%	-2%	-2%	-6%[59 µM]	i	-13%	4%
CC1CCCCC1NC(=O)CSc1nc2ccccc2[nH]1 (stereo not given)	-3%	-9%	-2%	56%[activator]	16%	10%	7%	0%	3%
C[C@@H]1C[C@H]2[C@@H]3CCC4=CC(=O)C=C[C@]4(C)[C@@]3(F)[C@@H](O)C[C@]2(C)[C@@]1(O)C(=O)COP(=O)(O)O	0%&-1%	-15%	.	13%	6%	1%	i	-29%&-19%	21%
O=C(Nc1cccc(S(=O)(=O)C(F)F)c1)c1ccc(S(=O)(=O)N2CCOCC2)cc1	-6%	3%[11.4 µM]	-1%	-7%	-4%	-24%[12.7 µM]	-6%	3%	20%
Cc1sc2nc(CSCC(=O)Nc3ccc(OC(F)F)cc3)[nH]c(=O)c2c1C	-1%	-5%	23%	43%[activator]	?	-3%	-3%	-20%	31%[activator]
COCCCNC(=O)c1ccc2c(c1)nc(C)n2-c1cccc(C)c1	1%&-4%	-23%&-13%	-7%&0%	40%&-19%[activator]	6%&-12%	1%	-6%	2%&-4%	17%&-23%
O=C(NCCc1ccc(Cl)cc1)C1CCN(S(=O)(=O)c2ccc(-n3cnnn3)cc2)CC1	-11%	79µM*	1%	-10%	-6%	-5%	i	-3%	-11%

In the list so far, seven have an NH in an aromatic ring.
SMILES	BLM helicase inh	JMJD2A Tudor inh	Pin1 inh	Pol iota inh	GLS inh	G9a inh	PGK inhibitor	BAZ2B block	HP1b binding inh
CCN1C(=O)C2(C(C#N)=C(N)Oc3n[nH]c(COC)c32)c2ccccc21 (stereo not given)	-5%	-4%	-2%	-7%	11%	-11%[59 µM]	.	15%	35%
CCN(CC)C(=O)c1[nH]cnc1C(=O)N[C@H](C)c1ccccc1	.	89µM*	-6%	5%	-9%	-3%[0.501 µM]	-9%	-32%	21%
COc1ccc(/C=C/C(=O)OCC(=O)N(C)c2c(N)n(Cc3ccccc3)c(=O)[nH]c2=O)cc1OC	.	-14%	-3%	16%	-4%	?	7%	9%	22%
CC(=O)OCC1OC(n2ccc(=O)[nH]c2=O)C(O)C1O (stereo not given)	-1%	-9%[57.1 µM]	2%	19%	-3%	?	-15%	-19%	9%
Cc1cc(=O)[nH]c(SCC(=O)Nc2nc3ccccc3s2)n1	-11%	-23%	1%	-14%	4%	32µM*	-5%	?	28%
CC1CCCCC1NC(=O)CSc1nc2ccccc2[nH]1 (stereo not given)	-3%	-9%	-2%	56%[activator]	16%	10%	7%	0%	3%
Cc1sc2nc(CSCC(=O)Nc3ccc(OC(F)F)cc3)[nH]c(=O)c2c1C	-1%	-5%	23%	43%[activator]	?	-3%	-3%	-20%	31%[activator]

Some of the compounds tested; count on the stated rates, not on these rows.
